# Assay outcomes as filed in PubChem BioAssay.
# NOD2 inhibition: NOD2 signaling inhibitors, cell-based, luminescence, uHTS, HEK293 (AID 1566) | HEK293 NOD2/NF-kB luciferase reporter, luminescence; higher % means a stronger effect | inhibition, % at 4 µM; hits with a dose series show EC50 in µM | 290,000 compounds, 0.63% hits; note: many of its hits are not listed in these tables
# KOR beta-arrestin-1: KOR agonists, beta-arrestin recruitment, primary screen, cell-based, luminescence, uHTS (AID 1777); 280,000 compounds, 0.02% hits; KOR beta-arrestin recruitment, luminescence; higher % means a stronger effect; activation, % at 10 µM; hits with a dose series show EC50 in µM; Kappa-type opioid receptor (Homo sapiens); in the data active = activation above about 50%, passing the limit was not always enough; note: a part of the inactive calls stands beside numbers as strong as those of hits
# Dynein transport: inhibitors of GR-EGFP nuclear translocation, primary screen, dynein cargo transport inhibitor project, imaging, high-content, 3617.4 mouse cells; test concentration mostly 20 µM; stimulated with dexamethasone, 1 µM; hits give low values; z-score, hits read low; 220,000 compounds, 0.47% hits; AID 1381, 2008;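 active = plate z-score of nuclear minus cytoplasmic receptor signal below a set negative limit, without overly bright fluorescence or cell loss, cut at about -3.5 in these data, passing the limit was not always enough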;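 note: z-score of nuclear minus cytoplasmic ring GR-EGFP intensity difference per well; some compounds called inactive have numbers as strong as hits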
#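 Buffer or medium: tetracycline-free induction medium containing charcoal-stripped FBS / Reagent: dexamethasone agonist, 1.0 µM final, for 30 min / Technique: automated 10x imaging of fixed Hoechst-stained cells / Times: induction 48 h, compound 1 h, agonist 30 min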
# NOD1 inhibition: NOD1 signaling inhibitors, primary screen, cell-based, luminescence, uHTS (AID 1578); NOD1-driven NF-kB luciferase reporter cells, luminescence; higher % means a stronger effect; inhibition, % at 4 µM, or EC50 in µM where a hit was titrated; 290,000 compounds, 1% hits; in the data active = inhibition mostly above about 36%, no sharp cut-off; inactive = mostly below about 34%;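 note: HEK-293T reporter cells stimulated with the NOD1 agonist gamma-tri-DAP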
# P. falciparum M1AAP: P. falciparum M1AAP inhibitors, biochemical, fluorogenic H-Leu-NHMec substrate, 1536-well (AID 1445); Aminopeptidase N (Plasmodium falciparum (isolate 3D7)); recombinant M1AAP, H-Leu-NHMec fluorogenic kinetic assay; higher % means a stronger effect; inhibition, % at 30 µM, or IC50 in µM where a hit was titrated; 220,000 compounds, 0.42% hits;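 active = primary inhibition above the hit cutoff, then over 50% inhibition at one or more dose response concentrations, cut at about 23% in these data, passing the limit was not always enough; inconclusive = conflicting primary data, or primary hits not chosen for dose response; inactive = low primary inhibition, or under 50% at every dose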;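 note: plate controls were DMSO full reaction for no effect and no enzyme background for full effect; strong numbers were not always called active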
# AID2073: inhibitors of Mint1-CaV2.2 protein interaction, biochemical, HTRF (AID 2073); 290,000 compounds, 0.19% hits; HTRF protein-protein interaction, Mint1-CaV2.2; higher % means a stronger effect; inhibition, % at 20 µM, or IC50 in µM where a hit was titrated; Voltage-dependent N-type calcium channel subunit alpha-1B (Homo sapiens); in the data active = inhibition mostly above about 51%, no sharp cut-off; inconclusive = no clear call, values can overlap the other calls; inactive = mostly below about 53%; note: some results filed as inactive read as strong as hits
# GPR55 activation: GPR55 agonists via beta-arrestin recruitment, primary screen, imaging, U2OS cells, beta-arrestin-GFP redistribution (AID 1961). G-protein coupled receptor 55 (Homo sapiens). U2OS GPR55 beta-arrestin-GFP redistribution imaging; higher % means a stronger effect. one-dose activation, % at 10 µM; EC50 in µM for titrated hits. 290,000 compounds, 0.048% hits;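 active = activation above 40% with more than 50 cells counted in the well; inconclusive = wells holding fewer than 50 cells, flagged as toxic or sparse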;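 note: U2OS osteosarcoma cells stably expressing GPR55 and beta-arrestin-GFP; plate controls were DMSO negative control for no effect and LPI positive control for full effect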
# P. falciparum M17LAP: P. falciparum M17LAP inhibitors, primary screen, biochemical, fluorogenic H-Leu-NHMec substrate, 1536-well (AID 1619); recombinant M17LAP, H-Leu-NHMec fluorogenic kinetic assay; higher % means a stronger effect; inhibition, % at 30 µM; hits with a dose series show IC50 in µM; 220,000 compounds, 0.38% hits;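 active = compound inhibiting the enzyme by more than half at any dose during confirmatory dose-response retesting; inconclusive = strong single-dose inhibitors picked by rank but not retested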;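 note: plate controls were full reaction with DMSO carrier for no effect and no enzyme background for full effect; strong numbers were not always called active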
# KOR beta-arrestin-2: KOR antagonists, beta-arrestin recruitment, cell-based, luminescence, uHTS (AID 1778) | KOR beta-arrestin recruitment, luminescence, antagonist mode; higher % means a stronger effect | 290,000 compounds, 0.091% hits | one-dose inhibition, % at 10 µM; IC50 in µM for titrated hits | Kappa-type opioid receptor (Homo sapiens); note: strong numbers were not always called active
# Dynein transport cytoplasmic EGFP: also measured in Dynein transport; calls as there; z-score; measured here: cytoplasmic GR-EGFP intensity; hits give high values
# Dynein transport nuclear GR-EGFP: second read-out of Dynein transport, no call of its own (marks repeat the call); z-score; measured here: nuclear GR-EGFP intensity;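 lower value marks the stronger effect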
# Dynein transport cell count: second read-out of Dynein transport, no call of its own (marks repeat the call); z-score; measured here: cell count per field
# Active calls of the source: *; u = inconclusive; x = no result given; [ ] = dose if it differs, or a comment. Cut-off read from the data, not from the text of the source, unless noted: active = inhibition above about 50%; inactive = the rest. Only part of the results is shown; rates above refer to the full screens.
SMILES,NOD2 inhibition,KOR beta-arrestin-1,Dynein transport,Dynein transport cytoplasmic EGFP,Dynein transport nuclear GR-EGFP,Dynein transport cell count,NOD1 inhibition,P. falciparum M1AAP,AID2073,GPR55 activation,P. falciparum M17LAP,KOR beta-arrestin-2
COc1ccc(NC(=O)CCC(=O)OCc2ccc(Br)cc2)cc1,6%,1.5%,1.5,-0.26,0.51,-0.8,-11%,-4%,-2%,-0.2%,0%,2%
CCOC(=O)c1nnn(-c2nonc2N)c1CNC(C)C,6%,-1.9%,-1.1,-0.22,-0.38,0.47,-1%,0%,-3%,0.0%,5%,2%
CCOc1cc(NC(=O)C2CC2)c(OCC)cc1NC(=O)c1cc(OC)c(OC)c(OC)c1,22%,-1.9%,x,x,x,x,-14%,x,22%,-0.2%,x,-22%
CCCCCCC(=O)Oc1cccc(N2C(=O)C3CCCCC3C2=O)c1 (centres undefined),-2%,-4.4%,-0.89,-0.27,-0.52,1,-16%,5%,-6%,-0.1%,3%,10%
Cc1ccccc1Sc1ncnc2onc(C)c12,-19%,-9.3%,-1.3,-0.24,-0.87,1.3,12%,3%,5%,-0.1%,-8%,x
N/C(Cc1ccc([N+](=O)[O-])cc1)=N\OC(=O)C(c1ccccc1)c1ccccc1,-42%,-3.5%,0.49,-0.23,0.026,0.18,-36%,5%,6%,-0.2%,-4%,14%
COc1ccc(CN2C(=NC(=O)C3CCCCC3)SC3CS(=O)(=O)CC32)cc1 (centres undefined),14%,4.5%,x,x,x,x,1%,x,13%,-0.1%,x,-18%
S=C1NC[C@H](CC2CCCCC2)N1CC1CCCCC1,17%,1.8%,-0.89,-0.33,-0.3,0.43,-15%,5%,0%,0.7%,2%,-18%
COC(=O)C1=C(C)NC(=O)NC1c1ccco1 (centres undefined),7%,-11%,0.35,-0.29,0.088,-0.098,-31%,0%,-4%,-0.4%,-2%,7%
O=C(CCN1CCCCO1)N1CCCC(Nc2ccc(F)c(F)c2)C1 (centres undefined),-6%,2.9%,x,x,x,x,-7%,x,2%,0.3%,x,19%
CC1CCCN(C(=O)c2ccc(COc3ccccc3Br)cc2)C1 (centres undefined),-3%,-3.0%,0.65,0.062,0.38,-0.6,-13%,-8%,3%,0.3%,0%,8%
CN(C)c1ccc(-c2nn3c(C4CCCCC4)nnc3s2)cc1,14%,-2.9%,0.045,-0.11,-0.082,0.26,2%,-1%,4%,0.0%,3%,18%
CCc1ccc(-c2nc(CN3CCC(C(=O)N4CCN(c5ccccc5)CC4)CC3)c(C)o2)cc1,12%,1.3%,2.8,-0.12,1.9,-1.4,28%,5%,u,0.3%,10%,-19%
COc1ccc(Cl)cc1NC(=O)C(C)NC(c1ccccc1)c1ccccc1 (centres undefined),2%,-1.9%,-0.48,-0.2,-0.42,0.037,22%,6%,6%,1.1%,-1%,5%
COc1ccccc1-c1nnc(SCC(=O)Nc2ccccc2)o1,-40%,5.1%,-0.18,-0.082,-0.041,0.34,-15%,5%,-4%,0.3%,5%,-72%
O=C(CSc1nc2ccccc2nc1N1CCOCC1)N1CCN(c2ccccc2)CC1,25%,-2.3%,x,x,x,x,-26%,x,-3%,0.6%,x,-7%[20 µM]
CCCc1nn(C(=O)c2ccccc2)c2c1C(=O)CC(C)(C)C2,-10%,-4.9%,-0.25,-0.38,-0.38,0.43,-2%,13%,0%,0.0%,11%,-29%
CC(C)(C)C(=O)Nc1ccc(C(=O)NCc2cccnc2)cc1,-5%,2.9%,0.047,-0.13,-0.033,0.042,-8%,-4%,7%,-0.2%,1%,-3%
CC(=O)c1ccc(NC(=O)C(C)OC(=O)C2CC(=O)N(c3ccc4c(c3)OCCO4)C2)cc1 (centres undefined),-2%,0.7%,x,x,x,x,-18%,x,7%,-0.1%,x,-1%
Cc1ccc(S(=O)(=O)Nc2cc(C)c(O)c(S(=O)(=O)c3ccc(C)cc3)c2)cc1,7%,7.9%,1.3,-0.079,0.12,-0.58,38%,15%,10%,-0.1%,8%,-16%
COc1ccc(OC)c(N/C(C)=C/C(=O)c2ccc(C)o2)c1,-6%,-2.1%,1.8,-0.19,1.4,-1.4,-34%,-4%,-1%,0.1%,-9%,5%
O=C1CC(N2CCN(c3ccccc3)CC2)C(=O)N1Cc1ccc(Cl)cc1 (centres undefined),-8%,2.2%,0.22,-0.28,0.14,0.2,-20%,5%,5%,-0.4%,2%,22%
CCOC(=O)c1ccc(NC(=O)c2cc(F)c(F)cc2Cl)cc1,-1%,0.2%,2.5,-0.29,1.4,-1.5,-41%,-4%,7%,-0.3%,-4%,18%
CC(C)(C)N1C(=O)c2ccc(C(=O)NCc3ccco3)cc2C1=O,6%,-2.4%,-1.3,-0.16,-0.81,1.3,-8%,5%,-5%,-0.1%,2%,-11%
CCOC(=O)Cc1nnc2c(Nc3ccccc3F)nc3nonc3n12,55%*,-1.0%,0.4,-0.23,0.064,-1,38%,1%,80%,1.3%,11%,3%

# Looked up one by one from the list above, 2 records:
SMILES,NOD2 inhibition,KOR beta-arrestin-1,Dynein transport,Dynein transport cytoplasmic EGFP,Dynein transport nuclear GR-EGFP,Dynein transport cell count,NOD1 inhibition,P. falciparum M1AAP,AID2073,GPR55 activation,P. falciparum M17LAP,KOR beta-arrestin-2
Cc1ccc(S(=O)(=O)Nc2cc(C)c(O)c(S(=O)(=O)c3ccc(C)cc3)c2)cc1,7%,7.9%,1.3,-0.079,0.12,-0.58,38%,15%,10%,-0.1%,8%,-16%
O=C(CCN1CCCCO1)N1CCCC(Nc2ccc(F)c(F)c2)C1 (centres undefined),-6%,2.9%,x,x,x,x,-7%,x,2%,0.3%,x,19%

# Next results.
SMILES,NOD2 inhibition,KOR beta-arrestin-1,Dynein transport,Dynein transport cytoplasmic EGFP,Dynein transport nuclear GR-EGFP,Dynein transport cell count,NOD1 inhibition,P. falciparum M1AAP,AID2073,GPR55 activation,P. falciparum M17LAP,KOR beta-arrestin-2
COc1ccc(O)c(CN2CCC(n3nccc3NC(=O)C3CCCC3)CC2)c1,-12%,-5.2%,x,x,x,x,-26%,x,-6%,0.0%,x,-3%
CN1CCN(S(=O)(=O)c2cccc(C(=O)NC3CCCc4ccccc43)c2)CC1 (centres undefined),13%,-8.9%,-0.47,0.17,0.62,-0.14,28%,6%,5%,-0.3%,-4%,-32%
O=C(CNC(=O)c1ccc(Oc2ccccc2)cc1)OC1CCCCC1=O (centres undefined),11%,-6.2%,0.71,0.33,0.43,-1.6,23%,3%,0%,-0.1%,35%,0%
O=C1C2CCCN2c2ccc(S(=O)(=O)N3CCOCC3)cc2N1Cc1ccccc1F (centres undefined),6%,4.5%,-0.21,-0.17,-0.27,0.0016,5%,2%,4%,0.4%,5%,-28%
C=CCn1c(N)c(C(=O)NCc2ccco2)sc1=S,-5%,-3.6%,-0.31,-0.24,-0.13,1.4,-31%,10%,-14%,0.1%,13%,15%
CCN(C(=O)CSc1ncccc1C(=O)OC(C)C)c1cccc(C)c1,6%,-4.2%,-0.13,1.4,0.28,-0.19,27%,10%,-7%,-0.1%,9%,11%
CCCc1ccc(O)c(N=Cc2cc(Br)cc(OCC)c2O)c1,9%,-0.6%,-0.52,0.085,-0.49,-0.036,23%,16%,10%,-0.4%,9%,-17%
Cc1nc(-c2ccc(Cl)cc2)sc1C1(C)CC(c2ccc([N+](=O)[O-])cc2)=NO1 (centres undefined),-27%,0.1%,-0.034,-0.59,0.16,-0.18,-8%,-2%,9%,-0.1%,12%,7%
CC1CCN(S(=O)(=O)c2cc(F)ccc2CN2C(=O)c3cccnc3C2=O)CC1,0%,-5.9%,x,x,x,x,-25%,x,0%,0.7%,x,5%
O=C1C2CC=C(Cl)CC2C(=O)N1CCC[n+]1cccc2ccccc21 (centres undefined),19%,-4.5%,-0.43,-0.23,-0.15,1.3,-17%,1%,-3%,-0.3%,2%,2%
O=S(=O)(c1ccc(Cl)cc1)n1c(Cc2ccccc2)nc2ccccc21,14%,-1.5%,0.0042,-0.27,-0.16,0.3,-14%,6%,6%,0.2%,0%,-10%
CS(=O)(=O)Nc1ccc(C(=O)Nc2ccc(S(=O)(=O)N3CCCCC3)cc2)cc1,4%,-0.4%,x,x,x,x,-22%,x,27%,-0.1%,x,-14%
Oc1cccc(/C=N/NC(=S)Nc2cccnc2)c1O,-64%,-0.5%,-0.64,-0.2,-0.65,0.76,-1%,11%,22%,0.6%,46%,8%
O=C(COc1ccccc1-c1ccccc1)NCc1ccco1,-22%,4.1%,-0.16,-0.099,0.015,-0.19,19%,5%,-5%,-0.2%,18%,-38%
COc1ccc(-c2cc(CCCC(=O)NCCc3cc(OC)ccc3OC)no2)cc1,16%,-1.8%,-0.18,-0.12,0.18,0.004,2%,8%,-2%,-0.1%,6%,28%
COC(=O)/C=c1\sc2ncnn2c1=O,-5%,-2.0%,-3.3,0.4,-2.1,-0.046,-19%,-2%,4%,0.9%,16%,18%
Cc1ccc([N+](=O)[O-])cc1S(=O)(=O)Nc1ccc(OCC(=O)N2CCOCC2)cc1,-2%,-0.5%,x,x,x,x,-8%,x,6%,0.6%,x,8%
CC(C)CSc1n[nH]c(N)n1,12%,3.8%,0.22,-0.29,0.28,-0.37,-10%,7%,7%,-0.4%,2%,-7%
CC(C)(CC(=O)O)CC(=O)N1CCN(c2cc(C(F)(F)F)nc3ccccc23)CC1,9%,-2.1%,x,x,x,x,-5%,x,10%,-0.1%,x,19%
Cc1ccc(C)n1CCN1CCN(C(=O)c2ccco2)CC1,8%,0.7%,-0.39,-0.21,0.11,-0.16,-35%,-3%,-4%,-0.1%,-10%,5%
NC(=S)Nc1cccc2cccnc12,14%,6.4%,1.2,-0.072,0.98,-1.5,8%,4%,-10%,0.2%,11%,-50%
COc1ccc(NC(=O)CN(C)CC(=O)Nc2ccccc2SC)cc1Cl,11%,-5.5%,4,0.14,2.9,-1.9,-14%,5%,0%,0.6%,3%,-25%
CC(=O)Nc1cccc(C(=O)OC(C)C(=O)NC2CCCc3ccccc32)c1 (centres undefined),14%,-0.4%,x,x,x,x,-13%,x,12%,-0.1%,x,13%
